CCHF vOTU inh: blocks the CCHF virus ovarian tumor domain protease. CCHFV vOTU protease, Pep-AMC fluorescence. inhibition, % at 11.5 µM. 370,000 compounds, 0.55% hits. AID 651958; in the data active = inhibition above about 30%; also: 0% = vehicle wells with enzyme and 100% = no enzyme wells
SSB-PriA inh: inhibitors of Klebsiella pneumoniae PriA binding to SSB C-terminal tail | AlphaScreen SSBct-PriA binding, biotinylated peptide | inhibition, % at 33 µM | 430,000 compounds, 0.6% hits | AID 1272365; in the data active = inhibition mostly above about 37%, no sharp cut-off; inactive = mostly below about 20%;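 also: plate controls were negative control peptide for no effect and reference peptide for full effect; strong numbers were not always called active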
Y pestis TopoI: Y. pestis Topo-I inhibition via cleavage products | AID 504884 | Y. pestis Topo-I cleavage product accumulation, plate reader | activity, % at 10 µM | 360,000 compounds, 0.064% hits; in the data active = activity above about 50%, passing the limit was not always enough; also: inactives centre near 2
Vc quorum ag: quorum light induction in luxS cqsA deficient V. cholerae; activation, % at 18.7 µM; 350,000 compounds, 0.16% hits; AID 588436; V. cholerae BH1578 lux reporter, luminescence, 6 h; in the data active = activation mostly above about 9.7%, no sharp cut-off; also: not every result past the cut was called active; inactives centre near 0; reference of the scale not given here
Rv3671c protease: Rv3671c (M. tuberculosis) protease inhibition; P9WHR9; inhibition, % at 5.96 µM; 320,000 compounds, 0.048% hits; AID 2606; in the data active = inhibition above about 38%;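 also: extracellular domain of Rv3671c used as enzyme; 0% = enzyme with DMSO and 100% = no enzyme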
SARS 3CLpro inh: SARS-CoV 3CLpro protease inhibition; inhibition, % at 6 µM; 290,000 compounds, 0.14% hits; recombinant SARS-CoV 3CLpro, quenched FRET peptide cleavage; P0C6X7; AID 1706; in the data active = inhibition above about 12%
PrPC TRFRET: cell surface PrPC inhibition, primary TR-FRET screen; P04156; TR-FRET read-out; inhibition, % at 13.8 µM; 370,000 compounds, 0.43% hits; AID 720596; in the data active = inhibition above about 24%; also: 0% = median of the test wells and 100% = reference compound wells
TcdB inh: blocks C. difficile toxin B glycohydrolase activity; P18177; TcdB glycohydrolase enzymatic assay, plate reader; inhibition, % at 9.99 µM; 350,000 compounds, 0.24% hits; AID 652162; in the data active = inhibition above about 10%
Target sequence (P18177 whole entry, looked up): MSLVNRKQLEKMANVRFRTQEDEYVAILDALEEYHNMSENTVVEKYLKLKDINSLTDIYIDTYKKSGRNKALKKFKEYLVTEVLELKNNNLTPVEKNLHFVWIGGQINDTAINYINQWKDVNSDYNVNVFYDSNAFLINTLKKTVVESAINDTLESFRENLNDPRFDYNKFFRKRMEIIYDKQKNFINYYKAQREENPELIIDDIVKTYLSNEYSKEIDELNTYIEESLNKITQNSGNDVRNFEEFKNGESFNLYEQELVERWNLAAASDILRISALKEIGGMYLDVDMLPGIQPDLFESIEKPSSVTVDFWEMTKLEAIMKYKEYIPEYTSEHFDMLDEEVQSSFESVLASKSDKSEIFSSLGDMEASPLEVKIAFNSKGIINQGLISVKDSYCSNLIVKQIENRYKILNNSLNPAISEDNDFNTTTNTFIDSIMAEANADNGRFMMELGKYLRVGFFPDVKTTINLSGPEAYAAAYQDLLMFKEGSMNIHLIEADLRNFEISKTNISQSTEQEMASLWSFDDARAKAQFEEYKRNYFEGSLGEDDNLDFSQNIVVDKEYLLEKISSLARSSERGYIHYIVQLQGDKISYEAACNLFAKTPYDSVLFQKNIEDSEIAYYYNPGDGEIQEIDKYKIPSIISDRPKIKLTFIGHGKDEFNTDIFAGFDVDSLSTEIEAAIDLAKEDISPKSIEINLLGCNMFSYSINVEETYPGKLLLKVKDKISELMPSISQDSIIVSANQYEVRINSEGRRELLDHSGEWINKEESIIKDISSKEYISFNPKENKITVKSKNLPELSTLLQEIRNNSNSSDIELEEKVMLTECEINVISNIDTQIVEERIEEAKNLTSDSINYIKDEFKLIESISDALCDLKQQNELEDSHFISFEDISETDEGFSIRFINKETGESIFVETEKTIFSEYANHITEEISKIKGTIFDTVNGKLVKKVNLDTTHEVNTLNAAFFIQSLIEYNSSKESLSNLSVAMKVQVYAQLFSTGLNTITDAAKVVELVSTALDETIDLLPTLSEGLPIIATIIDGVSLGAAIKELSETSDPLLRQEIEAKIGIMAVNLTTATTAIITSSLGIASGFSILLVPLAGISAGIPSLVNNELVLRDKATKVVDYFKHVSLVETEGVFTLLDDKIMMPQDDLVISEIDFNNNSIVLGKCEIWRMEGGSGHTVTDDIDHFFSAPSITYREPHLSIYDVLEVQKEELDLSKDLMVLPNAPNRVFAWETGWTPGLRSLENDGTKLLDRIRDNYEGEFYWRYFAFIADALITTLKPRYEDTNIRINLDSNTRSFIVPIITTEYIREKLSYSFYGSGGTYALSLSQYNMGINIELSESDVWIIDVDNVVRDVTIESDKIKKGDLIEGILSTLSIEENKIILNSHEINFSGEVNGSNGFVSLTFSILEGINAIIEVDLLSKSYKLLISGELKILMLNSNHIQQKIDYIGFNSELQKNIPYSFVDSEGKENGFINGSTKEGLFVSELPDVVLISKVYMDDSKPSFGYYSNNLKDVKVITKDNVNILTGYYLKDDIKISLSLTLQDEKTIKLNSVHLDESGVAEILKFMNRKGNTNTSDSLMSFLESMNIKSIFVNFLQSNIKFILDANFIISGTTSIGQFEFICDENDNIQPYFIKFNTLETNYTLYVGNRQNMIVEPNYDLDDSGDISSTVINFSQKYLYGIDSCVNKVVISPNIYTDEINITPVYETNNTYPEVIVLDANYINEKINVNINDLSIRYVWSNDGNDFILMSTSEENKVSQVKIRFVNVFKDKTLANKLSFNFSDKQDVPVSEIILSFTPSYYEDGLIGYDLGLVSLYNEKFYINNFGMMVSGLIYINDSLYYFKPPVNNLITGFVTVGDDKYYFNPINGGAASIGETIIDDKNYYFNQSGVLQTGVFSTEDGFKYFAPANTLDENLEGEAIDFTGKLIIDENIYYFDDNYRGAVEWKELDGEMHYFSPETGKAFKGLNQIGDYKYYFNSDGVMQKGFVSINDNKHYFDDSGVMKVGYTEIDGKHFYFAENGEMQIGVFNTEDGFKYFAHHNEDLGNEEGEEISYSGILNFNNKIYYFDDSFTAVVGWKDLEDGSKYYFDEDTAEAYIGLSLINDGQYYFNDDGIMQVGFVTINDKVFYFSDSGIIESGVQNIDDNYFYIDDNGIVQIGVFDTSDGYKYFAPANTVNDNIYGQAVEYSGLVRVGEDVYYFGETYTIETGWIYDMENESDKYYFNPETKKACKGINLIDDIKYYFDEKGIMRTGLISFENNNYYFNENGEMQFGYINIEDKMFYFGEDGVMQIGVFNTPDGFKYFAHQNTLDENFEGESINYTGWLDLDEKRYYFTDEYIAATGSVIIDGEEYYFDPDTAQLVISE
DUSP3 inh: DUSP3 (human) phosphatase inhibition. P51452. recombinant VHR phosphatase, pNPP absorbance. inhibition, % at 13.3 µM. 290,000 compounds, 0.52% hits. AID 1654; in the data active = inhibition above about 50%; also: some compounds called inactive have numbers as strong as hits
MazEF act: MazEF (E. coli) toxin RNase activation | P0AE70 | FAM/BHQ RNA-DNA oligo cleavage fluorescence, 5 h | activation, % at 20 µM | 350,000 compounds, 0.32% hits | AID 504720; in the data active = activation above about 50%
Numbers without * were called inactive; i = inactive; . = no result given; & = joins results of further samples.

The opening five entries (preview)
SMILES | CCHF vOTU inh | SSB-PriA inh | Y pestis TopoI | Vc quorum ag | Rv3671c protease | SARS 3CLpro inh | PrPC TRFRET | TcdB inh | DUSP3 inh | MazEF act
Cc1ccc(Cc2c(C)nc3nc(SCC(=O)N4CCC5(CC4)OCCO5)nn3c2C)cc1 | -9 | -7 | 31 | -1.7 | -1 | 1 | -2 | . | 31 | -1
CCOC(=O)CCC(=O)N1CCOCCN(C(=O)CCC(=O)OCC)CCOCC1 | -1 | 6 | -9 | 0.0 | -11 | 3 | 1 | . | 32 | -2
CN(/N=C/c1cc(Br)cc(Br)c1O)c1cccc(C(F)(F)F)n1 | -2 | . | 0 | i | 14 | 0 | -5 | -1.1 | -38 | -10
Cc1cccc(NC(=O)C(C)C(=O)c2ccccc2)c1 (stereo unspecified) | 7 | 0 | 0 | i | . | -1 | -3 | 1.3 | 39 | 1
COc1ccccc1N(CC(=O)NC1CCCC1)C(=O)CCC(=O)Nc1ccccn1 | 0 | -2 | 1 | -0.4 | -2 | -2 | -3 | 0.7 | 11 | 4

Results, from the start:
SMILES | CCHF vOTU inh | SSB-PriA inh | Y pestis TopoI | Vc quorum ag | Rv3671c protease | SARS 3CLpro inh | PrPC TRFRET | TcdB inh | DUSP3 inh | MazEF act
Cc1ccc(Cc2c(C)nc3nc(SCC(=O)N4CCC5(CC4)OCCO5)nn3c2C)cc1 | -9 | -7 | 31 | -1.7 | -1 | 1 | -2 | . | 31 | -1
CCOC(=O)CCC(=O)N1CCOCCN(C(=O)CCC(=O)OCC)CCOCC1 | -1 | 6 | -9 | 0.0 | -11 | 3 | 1 | . | 32 | -2
CN(/N=C/c1cc(Br)cc(Br)c1O)c1cccc(C(F)(F)F)n1 | -2 | . | 0 | i | 14 | 0 | -5 | -1.1 | -38 | -10
Cc1cccc(NC(=O)C(C)C(=O)c2ccccc2)c1 (stereo unspecified) | 7 | 0 | 0 | i | . | -1 | -3 | 1.3 | 39 | 1
COc1ccccc1N(CC(=O)NC1CCCC1)C(=O)CCC(=O)Nc1ccccn1 | 0 | -2 | 1 | -0.4 | -2 | -2 | -3 | 0.7 | 11 | 4
CC(C)OP(=O)(c1ccc(N(C)C)cc1)C(O)c1ccccc1F (stereo unspecified) | 4 | -11 | 4 | -0.4 | 2 | 5 | 1 | . | -8 | -2
Cc1cccc(C(=O)N/N=C/c2ccc(OC3CSC3)cc2)c1 | -1 | . | -5 | -8.9 | -4 | -1 | 1 | -0.4 | 24 | 25
CC(=O)NC(Cc1ccccc1)C(=O)NC1CCN(c2ncccc2[N+](=O)[O-])CC1 (stereo unspecified) | 11 | -4 | 4 | -0.2 | -9 | 0 | -1 | 0.3 | -26 | -1
O=C1OC(N2C(=O)CC[C@H]2C(=O)Nc2ccc3c(c2)OCO3)c2ccccc21 (stereo partly specified) | -12 | 1 | -1 | -0.6 | 0 | 6 | 8 | 1.1 | 25 | 6
CC1=NNC(=O)C1Br (stereo unspecified) | -4 | -1 | 1 | i | . | . | 0 | -1.3 | . | 9
CCN(CC)c1nc(N)c2c(N)n(-c3ccccc3C)c(=S)c(C#N)c2c1C#N | 34* | 16 | 12 | i | 12 | -2 | 11 | . | -8 | 5
O=C(N/N=C/c1ccccn1)c1cccc(S(=O)(=O)N2CCCC2)c1 | 2 | i | 6 | i | -10 | 0 | 5 | 0.5 | 15 | 1
N=C1C(c2ccccc2)=C(O)CN1NC(=O)c1ccc(Cl)cc1 | 7 | 12 | -1 | -0.3 | 2 | 3 | 0 | 1.0 | 15 | 6
CCOc1ccc(C(C)=O)cc1NC(=O)/C=C\C(=O)O | -2 | -8 | -3 | i | 7 | 0 | -2 | -1.0 | 13 | -3
Cc1nc2ccc(NC(=O)CCC3CCCC3)cc2s1 | 7 | -3 | 16 | -0.3 | -8 | 1 | -2 | -0.5 | 2 | 6
CCn1c2ccccc2c2cc(NC(=O)CCCN3C(=O)CCC3=O)ccc21 | 5 | 6 | 24 | 0.0 | 1 | 3 | 13 | . | 17 | 2
Cc1cc(C)n(-c2nc3ccccc3nc2Nc2ccc(CC(=O)O)cc2)n1 | 9 | -18 | 13 | -0.3 | -1 | -1 | 3 | -2.7 | 13 | 3
CO[C@H]1C=CO[C@@]2(C)Oc3c(C)c(O)c4c(O)c(c(C=NN5CCN(C)CC5)c(O)c4c3C2=O)NC(=O)C(C)=CC=C[C@H](C)[C@H](O)[C@@H](C)[C@@H](O)[C@@H](C)[C@H](OC(C)=O)[C@@H]1C | 23 | 18 | 6 | i | -9 | 1 | -22 | -14 | -15 | -34
Nc1ccccc1C(=O)NNc1ncc(C(F)(F)F)cc1Cl | -22 | 12 | -8 | i | 7 | -2 | 6 | . | 25 | -16
COc1cccc(Nc2nc(C(N)CO)cs2)n1 (stereo unspecified) | 0 | . | -3 | -7.6 | . | . | -6 | 1.3 | . | .
COc1cc(-n2c(=O)c3ccccc3n(CC(=O)c3ccc(Br)cc3)c2=O)cc(OC)c1OC | -4 | -7 | 21 | i | 2 | 4 | -2 | -0.9 | 4 | -5
COc1cccc(-c2nnc(N)o2)c1 | 4 | -9&-8 | 3 | 1.6 | 3 | 6 | 9 | 0.8 | 20 | 3
O=C(/C=C/c1ccccc1)N(c1ccccn1)C1CCCCC1 | 7 | 0 | 15 | -0.2 | -4 | -5 | -2 | . | 6 | 4
COc1ccc(S(=O)(=O)N(C(=O)c2ccncc2)c2ccc3oc4c(c3c2)CCCC4)cc1 | -4 | 10 | 12 | -0.3 | -15 | 1 | -1 | -0.3 | -18 | 0
CCn1c(/C=C/Nc2ccccc2)[n+](CC)c2ccc(Cl)cc21 | 3 | 9 | -10 | i | 11 | 1 | 2 | . | 0 | -2
Cc1ccc(N2CC(O)CSC2=Nc2ccccc2)cc1 (stereo unspecified) | -12 | . | 8 | i | . | . | 8 | 0.4 | . | 1
O=C(CNS(=O)(=O)c1ccccc1)OCC(=O)c1ccc(Br)cc1 | -9 | 1 | 15 | i | -3 | 0 | 1 | 1.2 | 26 | 8
COc1ccc(NC(=O)NN2CCN(C)CC2)cc1OC | -9 | -6 | 8 | i | 3 | -2 | 5 | 0.8 | 10 | -1
CC(NC(=O)COC(=O)CCN1C(=O)C2CC=CCC2C1=O)c1ccc(Br)cc1 (stereo unspecified) | 2 | -2 | 4 | -0.8 | -1 | . | 2 | -2.3 | . | -11
COc1ccc(-n2nc3c(=O)[nH][nH]c3cc2=O)cc1 | 10 | -4 | 2 | -0.3 | 8 | 2 | -30 | 0.1 | 19 | 2
CCCNC(=O)CN1C(=O)NC2(CCCc3cc(OC)ccc32)C1=O (stereo unspecified) | -2 | -12 | 4 | 1.0 | -4 | -1 | -2 | . | -15 | -8
O=C(CN1CCCC1)Nc1sc2c(c1C(=O)Nc1ccc(Br)cc1)CCC2 | -3 | 75* | 6 | -0.1 | -10 | -1 | -5 | -0.4 | 24 | -17
CCN1c2ccccc2S(=O)(=O)c2ccccc21 | -10 | 1 | 0 | i | -8 | -3 | 2 | 0.4 | 49 | 9
CC1CCCC(NC(=O)c2cn(C)c3ccc(S(=O)(=O)N4CCCC4)cc3c2=O)C1C (stereo unspecified) | -9 | . | . | . | -1 | 1 | 3 | . | -10 | .
NC(=O)c1ccc(OCC(F)(F)C(F)(F)C(F)(F)C(F)(F)C(F)(F)C(F)F)cc1 | 15 | 1 | 0 | i | 6 | 3 | 3 | 1.2 | 34 | -12
COc1ccc2nc(NC(=O)CSc3nc(C)cc(C)n3)sc2c1 | 14 | -11 | -2 | -0.3 | -18 | 3 | 13 | . | 3 | -5
COc1cc(-c2cnc3c(NC=O)cc(-c4cccc(NC(C)=O)c4)cn23)cc(OC)c1OC | -13 | . | 18 | -7.7 | . | . | 5 | 0.8 | . | .
CCS(=O)(=O)c1ccc2oc(SCC(=O)c3ccco3)nc2c1 | 8 | 1 | -11 | i | -4 | 0 | -4 | . | 0 | 2
CSc1ncnc2[nH]ncc12 | 5 | -9 | 7 | . | . | . | -3 | 1.3 | . | 9
Cc1cccc(N2CCN(S(=O)(=O)c3ccc4[nH]c(=O)ccc4c3)CC2)c1C | 4 | -2 | 7 | -0.4 | -14 | 3 | -7 | 0.6 | 21 | 5
Clc1ccc(C2=NN(c3ccccc3)C(c3ccco3)C2)cc1 (stereo unspecified) | -25 | -4 | -7 | -1.9 | 10 | 5 | -5 | 1.2 | 22 | -7
Cc1ccccc1-c1nc(CN2CCCC(C(=O)NCc3cccnc3)C2)c(C)o1 (stereo unspecified) | -3 | -6 | 13 | i | -3 | -2 | -10 | . | 29 | -5
COc1ccc(C(=O)CC(C(=O)O)c2ccc(OC)c(OC)c2)cc1OC (stereo unspecified) | 7 | . | -1 | -5.3 | . | . | 6 | 0.5 | . | 3
CCOC(=O)c1[nH]c(COC(=O)C2CC(=O)N(Cc3ccccc3)C2)c(C(=O)OCC)c1C (stereo unspecified) | 11 | -10 | 19 | 5.0 | 4 | 2 | 5 | . | -6 | -11
Cc1c(CN2CCCC(CO)(Cc3cccc(Cl)c3)C2)cnn1C (stereo unspecified) | 14 | -13 | -4 | -2.3 | 1 | 2 | 1 | 1.6 | 0 | 7
COc1ccc(OCC(=O)N/N=C/c2ccc(O[C@@H]3O[C@H](CO)[C@@H](O)[C@H](O)[C@H]3O)cc2)cc1 | 0 | . | -10 | -0.3 | -8 | 1 | 9 | . | 13 | 9
Cc1ccc(/C=C2\CC(C)CC3=C2NC(=S)NC3c2ccc(C)cc2)cc1 (stereo unspecified) | 0 | 5 | 5 | -0.3 | -1 | -3 | -1 | 0.0 | 3 | -5
Cc1noc(C)c1COc1ccc(C(=O)OCC(=O)N2CC(=O)Nc3ccccc32)cc1 | -6 | 6 | -2 | -2.8 | 1 | 4 | -3 | . | 17 | 3
COC(=O)c1ccc(NC(=S)NCCC2=CCCCC2)cc1 | 12 | -8 | 25 | -0.4 | -12 | 2 | -1 | . | 1 | 6
Cn1c(=O)cc(OCC(=O)NCc2ccccn2)c2ccccc21 | 5 | 1 | 3 | . | -6 | 5 | -2 | . | 10 | 2
CCCn1c(COc2ccc(C(=O)O)cc2)nc2ccccc21 | -13 | 7 | 0 | 3.8 | -8 | 1 | -6 | -1.0 | 4 | 6
Cc1ccc(NC(=O)c2ncn(CCCN3CCN(c4ncccn4)CC3)n2)cc1C | -5 | -5 | 32 | -0.7 | . | . | -9 | 0.4 | . | 6
O=C(COC(=O)c1ccccn1)NCc1cccs1 | -6 | -9 | 3 | i | 0 | . | 1 | 2.1 | . | 2
Cc1ccc(S(=O)(=O)N(CC(=O)Nc2ccccc2C(=O)O)c2ccccc2C)cc1 | 1 | 1 | 8 | -0.4 | -5 | 2 | -2 | 0.8 | 33 | 1
O=C(NNS(=O)(=O)c1ccc(Cl)cc1)c1ccc(S(=O)(=O)N2CCCCC2)cc1 | -9 | 2 | 1 | -0.3 | 1 | 1 | 9 | -6.0 | -11 | -2
Cc1cc(/C=N/n2cnnc2)c(C)n1-c1ccc(OCc2ccc(Cl)cc2Cl)cc1 | . | . | 42 | -0.5 | -7 | 3 | . | . | 4 | -15
CCOC(=O)CNS(=O)(=O)CCN1C(=O)c2ccccc2C1=O | 11 | 0 | 1 | i | -6 | -6 | 0 | . | 20 | 3
Cc1cc2c(cc1S(=O)(=O)N1CCN(c3ccccc3)CC1)OCCN2C | 3 | 29 | -10 | -0.1 | -2 | 0 | 9 | -0.3 | 13 | -3
COc1cccc(/C=C/C(=O)Nc2cccc(C(C)=O)c2)c1OC | 7 | -20 | 5 | -0.2 | 5 | -3 | 1 | 2.5 | 9 | 2
COCCN(CCOC)S(=O)(=O)c1ccc(C(=O)Nc2ccc(S(=O)(=O)Nc3nccc(C)n3)cc2)cc1 | 6 | -12 | -5 | i | 4 | 2 | -5 | 0.2 | 0 | 5
Cc1cc[n+](CC(=O)c2ccc(NC(=O)c3ccccc3)cc2)cc1 | -9 | 7 | -14 | 0.4 | 0 | -4 | 10 | 1.5 | 11 | 2

This is a subset; rates above refer to the full screens.
